Bim-Bcl-W: inhibitors of Bim binding to Bcl-W, primary screen, biochemical, multiplexed, bead-based flow cytometry; Bim peptide-Bcl-W binding; inhibition, % at 10 µM; 0.02% of 190,000 active; AID 952, 2007;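 also: 0% = bound tracer without compound and 100% = peptide blocker; higher means less fluorescent Bim peptide bound to Bcl-W beads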
RGS4-Gao reg: modulators of RGS4 binding to Galphao, primary screen, biochemical, multiplexed bead flow cytometry. AID 1415, 2008. Guanine nucleotide-binding protein G(o) subunit alpha (Homo sapiens), P09471. binding response (% of control), % at 10 µM. 0.33% of 220,000 active. actives lie on both sides; in the data active = binding response below about 49% or above about 150%; inactive = in between;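 also: fluorescent Galphao activated with aluminum fluoride binding bead-coupled RGS4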
Bcl-B Bim block: inhibitors of Bim-Bcl-B binding, primary screen, biochemical, multiplexed, human Bcl-2 family; Bcl-2-like protein 10 (Homo sapiens), Q9HD36; bead-based flow cytometry, Bim peptide-Bcl-B binding; inhibition, % at 10 µM; 0.073% of 190,000 active; AID 951, 2007;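 also: 0% = tracer peptide without compound and 100% = reference inhibitor peptide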
ABCB1 inh: ABCB1 efflux pump inhibitors, primary screen, cell-based, multiplex, flow cytometry, ABCG2 counter-screen; ATP-dependent translocase ABCB1 (Homo sapiens), P08183; CCRF-Adr cells, JC-1 efflux; inhibition, % at 6.6 µM; 0.067% of 190,000 active; in the data active = inhibition above about 40%;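 also: 0% = vehicle and 100% = reference inhibitor; higher value means more JC-1 retained so stronger ABCB1 efflux block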
RGS7-Gao: RGS7-Galphao binding modulators, primary screen, biochemical, multiplexed bead flow cytometry; actives lie on both sides; binding response (% of control), % at 10 µM; 0.35% of 220,000 active; AID 1439, 2008; in the data active = binding response below about 49% or above about 150%; inconclusive = no clear call, values can overlap the other calls; inactive = in between;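 also: fluorescent Galphao held in activated GDP-AlF4 state binding bead-coupled RGS7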
Bim-Bfl-1: inhibitors of Bim binding to Bfl-1, primary screen, biochemical, multiplexed, bead-based flow cytometry; Bcl-2-related protein A1 (Homo sapiens), Q16548; Bim-Bfl-1 binding inhibition; inhibition, % at 10 µM; 0.12% of 190,000 active;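 also: 0% = wells without compound plus tracer and 100% = blocker peptide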
Avidin fluor: green autofluorescence of compounds with avidin beads – biophysical, 488/530 nm, flow cytometry, artefact control, profiling panel; fluorescence (KMESF) at 10 µM; 0.38% of 220,000 active; compound fluorescence 488/530 nm; stronger effect = higher value; in the data active = fluorescence above about 47; also: inactives centre near 10
GSH fluor: compound fluorescence on glutathione beads, profiling panel, artefact control, biophysical, 488/530 nm, flow cytometry; GSH beads flow cytometry, compound fluorescence 488/530 nm; stronger effect = higher value; fluorescence (KMESF) at 10 µM; 0.25% of 190,000 active; AID 1776, 2009; in the data active = fluorescence above about 89;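 also: glutathione beads carrying GST-tagged Bcl family fusion proteins plus one bare bead set; values are compound well signal with DMSO vehicle wells as background; inactives centre near 16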
Bim-Bcl-2: inhibitors of Bim-Bcl-2 binding, primary screen, biochemical, multiplexed, human Bcl-2 family | inhibition, % at 10 µM | Bead-based flow cytometry, Bim peptide-Bcl-2 binding | Apoptosis regulator Bcl-2 (Homo sapiens), P10415 | 0.06% of 190,000 active | AID 950, 2007; in the data active = inhibition above about 40%; inconclusive = no clear call, values can overlap the other calls;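 also: 0% = no compound wells with probe peptide and 100% = reference peptide inhibitor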
Target sequence (P10415 whole entry, looked up): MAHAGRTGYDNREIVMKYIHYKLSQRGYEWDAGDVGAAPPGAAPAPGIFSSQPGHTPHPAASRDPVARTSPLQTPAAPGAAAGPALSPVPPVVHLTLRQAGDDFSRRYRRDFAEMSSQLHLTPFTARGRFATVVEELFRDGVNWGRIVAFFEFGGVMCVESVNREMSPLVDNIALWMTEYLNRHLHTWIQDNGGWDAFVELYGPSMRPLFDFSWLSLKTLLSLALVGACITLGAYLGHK
ABCG2 inh: ABCG2 efflux pump inhibitors, primary screen, multiplex with ABCB1, IgMXP3 cells, flow cytometry; Broad substrate specificity ATP-binding cassette transporter ABCG2 (Homo sapiens), Q9UNQ0; JC-1 efflux; inhibition, % at 6.6 µM; 0.1% of 190,000 active; AID 1325, 2008;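 active = inhibition above 80%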;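 also: 0% = DMSO and 100% = nicardipine control wells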
Target sequence (Q9UNQ0 whole entry, looked up): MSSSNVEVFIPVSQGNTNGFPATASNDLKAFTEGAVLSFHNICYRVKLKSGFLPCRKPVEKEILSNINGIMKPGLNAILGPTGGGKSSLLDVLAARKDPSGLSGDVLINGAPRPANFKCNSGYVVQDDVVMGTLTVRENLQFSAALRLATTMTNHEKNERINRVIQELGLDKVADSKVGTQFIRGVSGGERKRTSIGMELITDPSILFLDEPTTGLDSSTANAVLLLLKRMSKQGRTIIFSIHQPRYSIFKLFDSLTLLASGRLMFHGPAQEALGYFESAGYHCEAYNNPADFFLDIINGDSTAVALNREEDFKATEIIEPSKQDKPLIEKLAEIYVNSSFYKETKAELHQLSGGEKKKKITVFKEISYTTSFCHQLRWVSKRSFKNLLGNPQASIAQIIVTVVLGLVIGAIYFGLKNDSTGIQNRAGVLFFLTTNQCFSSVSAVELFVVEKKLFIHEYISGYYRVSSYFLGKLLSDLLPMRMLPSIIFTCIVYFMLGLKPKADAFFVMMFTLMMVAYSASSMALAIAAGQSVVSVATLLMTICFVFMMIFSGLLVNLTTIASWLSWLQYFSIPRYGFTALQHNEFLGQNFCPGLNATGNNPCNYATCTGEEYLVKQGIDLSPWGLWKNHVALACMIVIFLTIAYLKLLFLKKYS
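material = IgMXP3 (ABCG2) plus far-red-tagged CCRF-Adr (ABCB1) cells | amount = 3 million cells/mL, equal mix of both lines | also added = JC-1 transporter substrate | dosing = one concentration, 6.6 µM final | schedule = 10 min at 25 °C | measured by = flow cytometric JC-1 green MFI at 530 nm | read-out basis = percent efflux inhibition, scaled nicardipine 100% to DMSO 0%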
Bcl-XL Bim block: inhibitors of Bim-Bcl-XL binding, primary screen, biochemical, multiplexed, bead flow cytometry, human Bcl-XL. Bcl-2-like protein 1 (Homo sapiens), Q07817. Bim peptide-Bcl-XL binding, fluorescence. inhibition, % at 10 µM. 0.04% of 190,000 active. AID 1007, 2008
* marks the source's active call; other numbers are inactive results; u = inconclusive. Rule as the data show it, unless noted: active = inhibition above about 40%. Not a hit list; overall some 1.3% were active at least once.

(1) O=S(=O)(Nc1nc2ccccc2nc1N1CCc2ccccc2C1)c1ccc(Cl)cc1
(2) CCSc1cc(C2C(C#N)=C(N)OC(C)=C2C(=O)OC)c(C)o1 (stereo unspecified)
(3) COc1cc(NC(=O)CN2C(=O)c3ccccc3C2=O)c(C(=O)O)cc1OC
(4) COCCn1c(=O)[nH]c(=O)c2cc(C(=O)c3cc(OC)ccc3O)cnc21
(5) Cc1cc[n+](CC(=O)c2ccc(NC(=O)c3ccccc3)cc2)cc1
(6) CC1CCC/C(=C\Nc2ccc(C(=O)O)cc2)C1=O (stereo unspecified)
(7) COc1ccc(CN=C2NC(=O)CC(C(=O)Nc3ccc(F)cc3)S2)cc1 (stereo unspecified)
(8) COc1ccccc1CN1CCCC(C(=O)N(C)Cc2ccccc2)C1 (stereo unspecified)
assay / compound	1	2	3	4	5	6	7	8
Bim-Bcl-W	-4	-2	0	-3	-1	-2	-2	-1
RGS4-Gao reg	100	102	101	101	104	80	96	101
Bcl-B Bim block	-5	-4	-7	-6	-2	2	0	0
ABCB1 inh	0.2	-0.8	0.1	0.3	0.9	2.5	0.2	-0.4
RGS7-Gao	105	98	102	100	101	100	94	98
Bim-Bfl-1	-8	-5	-7	-5	-1	-1	-2	-3
Avidin fluor	13	7	23	21	11	5	12	13
GSH fluor	9	29	13	14	12	12	10	18
Bim-Bcl-2	-5	-2	-4	-9	1	0	-6	-2
ABCG2 inh	-8	9	1	4	3	6	6	-2
Bcl-XL Bim block	-8	-1	-8	-3	0	-1	0	0

(9) COc1ccc(-c2[nH]ncc2CN(C)C(C)c2ccncn2)c(F)c1 (stereo unspecified)
(10) O=[N+]([O-])c1ccc(-c2csc3[n+]2CCS3)cc1
(11) O=C(NCCc1c[nH]c2ccccc12)c1cc2sccc2n1Cc1ccccc1
(12) Cc1ccc(C)c(N2CCN(C(c3ccc(N(C)C)cc3)c3nnnn3C(C)(C)C)CC2)c1 (stereo unspecified)
(13) COc1ccc(/C=N\NC(=O)c2cccc(Br)c2)c(OC)c1
(14) COc1ccc(-n2c(Cc3cccn3C)nnc2SCC(=O)Nc2cccc(Cl)c2)cc1
(15) C(=N\n1cnnc1)/c1cccc2ccccc12
(16) CC(C)(C#N)Nn1cnnc1
assay / compound	9	10	11	12	13	14	15	16
Bim-Bcl-W	0	2	1	-1	2	0	-4	-6
RGS4-Gao reg	96	101	104	97	107	99	105	102
Bcl-B Bim block	-1	-8	0	-1	0	-4	-1	-11
ABCB1 inh	0.9	0.3	0.7	-0.8	-0.4	0.3	0.5	1.1
RGS7-Gao	88	103	104	99	104	100	96	103
Bim-Bfl-1	-3	14	-2	0	-4	-11	0	-3
Avidin fluor	7	8	7	7	11	5	14	7
GSH fluor	18	37	54	17	13	19	10	15
Bim-Bcl-2	-1	-1	-2	-1	0	-11	0	-3
ABCG2 inh	3	1	3	0	1	3	6	4
Bcl-XL Bim block	1	-13	2	-2	1	-1	0	-6

(17) CC(C1CC1)N(Cc1ccccc1)C(=O)NC(=O)c1cccc(F)c1 (stereo unspecified)
(18) O=C(CCc1ccccc1)n1nc(-c2ccco2)nc1SCc1ccccc1
(19) COc1ccc(NC(C)C(=O)Nc2ccc(C#N)cc2)cc1Cl (stereo unspecified)
(20) CC1NC(=O)NC1CCCCCC(=O)Nc1ccc(F)cc1 (stereo unspecified)
(21) CC(C(=O)NCCN1CCOCC1)c1ccc([N+](=O)[O-])cc1 (stereo unspecified)
(22) O=C(CSc1ncn(-c2ccccc2)n1)N1CCN(c2ccccc2)CC1
(23) CN1C(=O)/C(=C/c2ccccc2OCc2cccc(F)c2)NC1=S
(24) N=c1oc2ccccc2cc1-c1nc(-c2ccccc2)cs1
assay / compound	17	18	19	20	21	22	23	24
Bim-Bcl-W	0	0	-1	-2	-3	1	-1	0
RGS4-Gao reg	103	105	103	96	100	95	101	109
Bcl-B Bim block	-3	-6	-10	-5	-8	0	-19	-18
ABCB1 inh	-0.2	0.0	-0.2	0.4	0.2	0.5	0.5	-1.0
RGS7-Gao	u	107	104	83	98	98	101	107
Bim-Bfl-1	-7	-10	-12	-5	-14	0	-16	3
Avidin fluor	14	6	6	3	12	4	12	2
GSH fluor	16	24	13	19	13	11	29	11
Bim-Bcl-2	-8	-7	-12	-5	-5	5	-12	4
ABCG2 inh	0	0	36	4	3	4	3	-12
Bcl-XL Bim block	-1	-3	-2	-2	-7	2	-6	0

Four entries from above, as tab-separated lines.
#	SMILES	Bim-Bcl-W	RGS4-Gao reg	Bcl-B Bim block	ABCB1 inh	RGS7-Gao	Bim-Bfl-1	Avidin fluor	GSH fluor	Bim-Bcl-2	ABCG2 inh	Bcl-XL Bim block
20	CC1NC(=O)NC1CCCCCC(=O)Nc1ccc(F)cc1 (stereo unspecified)	-2	96	-5	0.4	83	-5	3	19	-5	4	-2
21	CC(C(=O)NCCN1CCOCC1)c1ccc([N+](=O)[O-])cc1 (stereo unspecified)	-3	100	-8	0.2	98	-14	12	13	-5	3	-7
22	O=C(CSc1ncn(-c2ccccc2)n1)N1CCN(c2ccccc2)CC1	1	95	0	0.5	98	0	4	11	5	4	2
23	CN1C(=O)/C(=C/c2ccccc2OCc2cccc(F)c2)NC1=S	-1	101	-19	0.5	101	-16	12	29	-12	3	-6

Remaining list, next part.
(25) COc1ccc(/C=C/C(=O)Nc2ccccc2C(=O)O)cc1
(26) CCCNC(=O)NC(=O)COC(=O)CNS(=O)(=O)/C=C/c1ccccc1
(27) Oc1c(Cl)cc(Cl)c2c1NCCC2
(28) CCN1C(=O)/C(=C2\SC(N3CCCCC3)=NC2=O)c2ccccc21
(29) O=C(CSc1nnc(-c2ccc(F)cc2)o1)Nc1ccc(S(=O)(=O)N2CCCCCC2)cc1
(30) CCOc1ccc(OCCCCN2CCCC2)cc1
(31) O=C(CSc1nnc(CNC(=O)c2cccs2)o1)c1ccccc1
(32) CCOC(=O)c1ccc(N2C(=O)CC(N3CCC(O)(c4ccc(Br)cc4)CC3)C2=O)cc1 (stereo unspecified)
assay / compound	25	26	27	28	29	30	31	32
Bim-Bcl-W	0	0	1	-1	2	-1	3	5
RGS4-Gao reg	98	107	100	104	96	110	99	104
Bcl-B Bim block	0	-3	-14	-5	-8	1	-8	-2
ABCB1 inh	-0.2	0.1	0.2	2.2	0.2	0.2	0.3	2.8
RGS7-Gao	98	107	95	101	99	112	101	109
Bim-Bfl-1	2	-8	0	-7	-12	-1	-9	-18
Avidin fluor	14	9	17	16	12	15	9	12
GSH fluor	9	15	22	28	10	13	17	59
Bim-Bcl-2	-3	-2	-4	-7	-13	-1	-1	-3
ABCG2 inh	0	1	2	9	3	0	1	10
Bcl-XL Bim block	-2	-2	-1	-5	-6	-2	-3	4

(33) COc1cc(NC(=O)c2ccccc2)c(OC)cc1NC(=O)Cc1cccs1
(34) O=C(N/N=C/C(Br)=C/c1ccccc1)c1cccs1
(35) CCC(c1nnc(SCC(=O)NC23CC4CC(CC(C4)C2)C3)o1)N(C)C (stereo unspecified)
(36) Cc1ccccc1OCC(=O)Nn1c(COc2ccccc2)nc2ccccc2c1=O
(37) O=C(NCc1ccco1)C1CCCN1C(=O)NCc1ccccc1 (stereo unspecified)
(38) N/C(=N\OC(=O)CCc1ccccc1)c1cccnc1
(39) Cc1cccc(-c2c3c(=O)n(C)c(=O)n(C)c3cn2C(C)C)c1
(40) CC1CCC/C(=N\NC(=O)COc2ccc(Cl)cc2Cl)C1 (stereo unspecified)
assay / compound	33	34	35	36	37	38	39	40
Bim-Bcl-W	1	-3	-1	-2	-6	-1	5	-1
RGS4-Gao reg	98	108	97	102	88	100	103	96
Bcl-B Bim block	-2	0	-6	-13	-12	-4	-8	-1
ABCB1 inh	-0.1	0.0	-0.1	0.4	0.0	0.4	-0.4	0.4
RGS7-Gao	95	99	99	102	106	101	103	90
Bim-Bfl-1	-5	1	-12	-13	-13	-7	-11	-1
Avidin fluor	9	6	4	11	3	11	14	29
GSH fluor	11	12	15	29	36	11	45	14
Bim-Bcl-2	-4	1	0	-8	-13	-5	-9	-1
ABCG2 inh	1	0	0	3	5	2	9	1
Bcl-XL Bim block	-3	-5	-1	-12	-15	-1	5	0

(41) Cc1ccccc1C(=O)NC1CCN(Cc2nnnn2CCc2ccccc2)CC1
(42) Cc1cc(NNC(=O)c2ccccc2)nc(NNC(=O)c2ccccc2)n1
(43) CC(NC(=O)c1ccc(C(F)(F)F)cc1)C(c1ccccc1)N1CCOCC1 (stereo unspecified)
(44) Nc1cnccc1C(=O)O
(45) CCCCOc1ccc(Br)cc1/C(C)=N/NC1=NCCN1
assay / compound	41	42	43	44	45
Bim-Bcl-W	-2	-1	-1	0	-3
RGS4-Gao reg	103	99	99	103	101
Bcl-B Bim block	-4	-5	-2	-2	-13
ABCB1 inh	3.3	-0.3	-0.2	-0.3	0.1
RGS7-Gao	102	100	107	105	99
Bim-Bfl-1	-8	-5	-7	-2	-4
Avidin fluor	18	9	11	9	22
GSH fluor	35	12	17	20	16
Bim-Bcl-2	-10	-1	-2	2	18
ABCG2 inh	4	9	1	-1	1
Bcl-XL Bim block	-5	-8	-4	-1	-3

High-throughput results deposited in PubChem by NMMLSC.
